12-hLO inh: blocks human 12-lipoxygenase activity | P18054 | purified 12-hLO, xylenol orange hydroperoxide absorbance | Potency, µM (top dose mostly 57.1 µM), for inactives: at the highest dose activity change, negative = inhibition, most hits filed as inhibitors | 150,000 compounds, 0.12% hits; note: potency is the fitted concentration of half-maximal effect; nearly all actives have a fitted effect of over 55% in size; many of its hits are not listed in these tables
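Lipoxygenase turnover measured by absorbance at 573 and 405 nm after Fe-XO development. Human 12hLO 150 nM, arachidonate 40 uM, pH 7.0 Hepes buffer with detergent; 15 min compound preincubation, 30 min reaction.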
ALOX15B inhib: inhibitors of human 15-lipoxygenase 2 (ALOX15B) | AID 881 | 110,000 compounds, 0.56% hits | Potency, µM (doses to about 57.1 µM), inactives show at the highest dose activity change, negative = inhibition, actives largely listed as inhibitors | purified 15hLO-2, xylenol orange hydroperoxide absorbance | O15296; note: potency is the fitted concentration of half-maximal effect; nearly all actives have a fitted effect of over 60% in size; many of its hits are not listed in these tables
Target sequence (O15296 whole entry, looked up): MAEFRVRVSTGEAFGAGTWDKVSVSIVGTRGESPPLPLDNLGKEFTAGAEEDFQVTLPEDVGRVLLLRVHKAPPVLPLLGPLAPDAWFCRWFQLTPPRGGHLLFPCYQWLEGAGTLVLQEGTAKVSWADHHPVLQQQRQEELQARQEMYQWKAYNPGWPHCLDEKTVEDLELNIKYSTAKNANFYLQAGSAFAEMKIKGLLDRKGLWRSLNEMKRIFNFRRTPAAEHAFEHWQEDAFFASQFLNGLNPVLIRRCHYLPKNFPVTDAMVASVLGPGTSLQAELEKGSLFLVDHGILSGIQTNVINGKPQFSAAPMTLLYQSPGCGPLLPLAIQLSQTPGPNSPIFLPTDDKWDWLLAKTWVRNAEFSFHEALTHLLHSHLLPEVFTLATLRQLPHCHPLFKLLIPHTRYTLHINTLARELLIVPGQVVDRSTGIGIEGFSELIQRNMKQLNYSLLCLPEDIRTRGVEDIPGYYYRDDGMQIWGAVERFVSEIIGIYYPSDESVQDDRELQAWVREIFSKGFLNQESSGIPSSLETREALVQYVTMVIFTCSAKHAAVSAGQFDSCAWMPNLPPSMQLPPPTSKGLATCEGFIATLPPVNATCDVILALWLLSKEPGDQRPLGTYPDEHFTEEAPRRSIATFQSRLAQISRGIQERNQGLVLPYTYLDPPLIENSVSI
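Purified human 15hLO-2 (50 nM final) preincubated with compounds 15 min at room temperature in 25 mM Hepes pH 7.5, 0.01% Triton X-100, then 45 uM arachidonic acid added for 90 min; hydroperoxide detected via ferrous/xylenol orange, 573/405 nm absorbance ratio.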
IMPase cell inh: membrane-permeable compound that blocks inositol monophosphatase; P97697; CHO-M1 cells, IP1 accumulation, HTRF TR-FRET ratio; inhibition (IP1 accumulation), % at 46.1 µM; 120,000 tested, under 10 active; active = well fitted curve in the direction sought with a large enough effect in the signal ratio, not every such curve was filed as active; inconclusive = small, poorly fitted or top-dose-only effect, or a change in a side signal; inactive = no such curve, though single readings can be large or run the other way; the % refers to the signal ratio;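 note: cells stimulated with carbachol in lithium chloride buffer; plate controls were DMSO basal wells for no effect and reference inhibitor wells for full effect; higher means more IMPase inhibition seen as more IP1 and lower FRET ratio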
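Cellular IMPase inhibition is scored as a rise in cytosolic IP1, detected by competitive TR-FRET between d2-labelled IP1 and a europium anti-IP1 antibody. M1-expressing CHO cells were stimulated with carbachol for 30 min at 37C, with lithium (50 mM LiCl) present in the buffer.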
PNC inhibitor: inhibitors of perinucleolar compartment assembly | 140,000 compounds, 3.1% hits | activity change (PNC), negative = inhibition, % at 10 µM | PC3M PTB-GFP, PNC prevalence imaging, 16 h; hits give low values;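 active = readout at or below -70, meaning at least 70% loss of cells showing the perinucleolar compartment, a nuclear body marking cancer cells; inconclusive = readout between -30 and a set limit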;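 note: plate controls were DMSO wells for no effect and camptothecin positive control wells for full effect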
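Compounds are pinned in duplicate onto adhered PC3M cells stably expressing GFP-tagged PTB and incubated 16 h at 37 C. Cells are then fixed, nuclei stained with Hoechst, and PNC-positive cells counted.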
The depositor's hits bear a star; ? = inconclusive; / = not tested or not shown; & = joins results of further samples; [ ] = remark or other dose. Unless noted, calls come from the whole dose curve; as a rule, active = well fitted curve in the direction sought with a large enough effect; inconclusive = small, poorly fitted or top-dose-only effect, or another doubt; inactive = no such curve, though single readings can be large; an effect the other way counts as inactive or inconclusive. Unless noted, % is set by controls: 0 for no effect and ±100 for the full control effect.

Compound | ALOX15B inhib | PNC inhibitor | 12-hLO inh | IMPase cell inh
CCOC(=O)c1sc(C)c2c(=O)n(CC(=O)c3ccc(Br)cc3)nnc12 | -6% | -29 | -3% | -8
O=C1C2C3C=CC(C3)C2C(=O)N1c1nccs1 (stereo not given) | 0% | 19 | 7% | -4
Cc1ccc(NC(=O)CSc2nnc(Cc3cccn3C)n2-c2ccc(F)cc2)cc1 | / | 1 | -1% | -4
CCN(CC)c1ccc(NC(=O)CN2C(=O)CC(C)(C)S(=O)(=O)c3ccccc32)c(C)c1 | -3% | ? | -2% | 20
CCCCOC(=O)c1ccc(NC(=O)c2cnc3n(c2=O)CCS3)cc1 | -2% | -19 | -4% | 1
FC(F)(F)c1cnc(NNC(=S)Nc2ccc(Cl)cc2)c(Cl)c1 | / | ? | -21% | /
CCOC(Cn1c(CCCO)nc2ccccc21)OCC | 0% | 21 | 2% | 3
O=S(=O)(N/N=C/c1ccc2c(c1)OCCO2)c1ccccc1 | -8% | 3 | 0% | -1
O=C(CN1CCN(c2ccc(F)cc2)CC1)N1N=CCC1c1ccccc1 (stereo not given) | -4% | 26 | -4% | -7
CN(C)C(=O)c1ccccc1Sc1cc(Cl)ccc1Cl | 13% | -15 | -3% | 7
CC(=O)NCCNc1nc(-c2ccccc2Cl)nc2ccccc12 | 2% | / | 11% | /
O=c1c([N+](=O)[O-])c(N2CCCCCC2)c2ccccc2n1-c1ccccc1 | -3% | -7 | -1% | 7
CC1CCc2nc(NC(=O)c3ccc(S(=O)(=O)N4CCCc5ccccc54)cc3)sc2C1 (stereo not given) | 39%[activator] | ? | -22% | -28
CC(C)CC1NC(=O)N(CC(=O)c2ccc3c(c2)OCCO3)C1=O (stereo not given) | -4% | 13 | -3% | 0
Cc1cccc(NC(=O)CCc2c(C)nc3ncnn3c2C)n1 | 0% | -9 | -1% | -6
CCc1nc2sc3c(c2c(=O)n1N)CC(C)(C)OC3 | / | ? | -3% | /
CC(C)Cn1c(-c2ccccc2F)n[nH]c1=S | 0% | 16 | -2% | -1
COc1ccc(NS(=O)(=O)c2ccc(OC)c(NC(=O)CCC3CCCC3)c2)cc1 | / | ? | -4% | /
CCOc1cccc2c1OC1(C)CC2NC(=O)N1c1cccc(F)c1 (stereo not given) | 3% | 42 | 8% | 0
O=C(CSc1nnc(-c2cccnc2)n1CCc1ccccc1)NCc1ccccc1 | / | 108 | -2% | 6
CCc1cc2c(=O)c(-c3cnn(-c4ccccc4)c3)c(C(F)(F)F)oc2c(CN(C)C)c1O | / | 20 | -4% | 1
O=[N+]([O-])c1ccc(-c2nc(=S)c3c(o2)CCCC3)cc1 | / | 37 | -1% | /
CCCCN(C(=O)CN1C(=O)C2CC=CCC2C1=O)c1c(N)n(CCC)c(=O)[nH]c1=O (stereo not given) | -3% | 36 | -1% | 6
Cc1cc(C)n2nc(SCC(=O)c3ccc[nH]3)nc2n1 | 14% | 11 | -6% | 1
Cc1cccc(C(=O)Oc2ccc(/C=N/O)cc2)c1 | / | -28 | -5% | 9[0.0738 µM]
COc1ccc(-c2nn(-c3ccccc3)cc2/C=N/Nc2ccc3ccccc3n2)cc1OC | / | 22 | -2% | /
COc1ccc(CCNC(=O)COc2ccc(S(=O)(=O)N3CCOCC3)cc2)cc1OC | -2% | 42 | -5% | 11
Cn1nnnc1SCc1ccc(C(=O)Nc2nccs2)cc1 | -1% | ? | 0% | -4
Cc1ccc(S(=O)(=O)NC(C(=O)OCC(=O)NC(=O)c2cccn2C)C(C)C)cc1 (stereo not given) | -6% | 39 | -6% | -6
Cc1cccc(Cn2cc(/C=C/[N+](=O)[O-])c3ccccc32)c1 | -27% | -25 | -15% | 9
C=CCN(CC=C)C(=S)NCCc1ccc(OC)c(OC)c1 | / | 22 | -1% | -13
O=C(Oc1c(Cl)cc(Cl)c2cccnc12)c1ccco1 | 3% | -3 | ? | 8
CCCNS(=O)(=O)c1ccc(NC(=O)c2cccnc2)cc1 | 0% | -20 | -2% | 6
CCCCc1nc2ccccc2n1Cc1nnc2n1-c1ccccc1SC2 | -5% | ? | -2% | -11
Nc1nnc(Cc2ccc(Cl)c(Cl)c2)s1 | -2% | -20 | -6% | -7
COc1cccc(-c2nnc(SCC(=O)Nc3cc(C)on3)o2)c1 | -2% | ? | -3% | 0
O=c1cc(-c2ccccc2Cl)oc2c(NS(=O)(=O)c3cc(Cl)cc(Cl)c3O)ccc(O)c12 | 16µM* | 38 | 0.28µM* | /
CC(C)OC(=O)c1c(NC(=O)c2cccs2)sc2c1CCCC2 | 3% | 40 | -3% | 0
CCSc1nc2ccccc2n1Cc1cccc([N+](=O)[O-])c1 | -4% | -6 | -3% | 14
COc1ccc(N2CCn3c2nc2c3c(=O)n(CCc3ccccc3)c(=O)n2C)cc1 | -3% | 25 | -4% | 3
CCc1c(C)sc(NC(=O)c2ccc(Br)o2)c1C(=O)OC | 5% | -26 | -1% | 7
COCCCn1c(-c2ccc(S(=O)(=O)N3CCOCC3)cc2)csc1=Nc1ccccc1 | 1% | 5 | 4% | -13&10
N#CCCN/N=C(/Cc1nc2ccccc2[nH]1)c1cccc(Cl)c1 | 26% | -16 | -18% | -1
COc1ccc(N2C(=O)CC(Sc3nc(C)cc(C)c3C#N)C2=O)cc1 (stereo not given) | / | 16 | -5% | /
COc1ccc(Cc2nnc(NC(=O)c3cccs3)s2)cc1 | 0% | ? | -3% | -1
Cc1cc(NC(=O)COC(=O)C2COc3ccccc3O2)no1 (stereo not given) | -4% | 11 | -3% | 5
COc1cccc(NC(=O)CN(C)C(=O)/C=C/c2cc(OC)ccc2OC)c1 | / | -17 | -3% | 1
CCOc1ccc(-c2cc(CCCC(=O)Nc3cc(OC)ccc3OC)no2)cc1 | / | 72 | 3% | 10
CCOC(=O)c1c(C)[nH]c(C(=O)CSc2nc(C)cc(C)n2)c1C | / | 6 | -1% | /
COc1ccc(Nc2ccc(S(=O)(=O)N3CCCCCC3)cc2[N+](=O)[O-])cc1 | / | -18 | -4% | 3
COc1cc(C(=O)NNc2nc3cc4c(cc3s2)OCO4)cc(OC)c1OC | / | -7 | 3% | /
CCOC(=O)CSc1ccc(S(=O)(=O)N(C)C2CCCCC2)cc1[N+](=O)[O-] | -19% | ? | 3% | 8

The list is partial. The share of hits here may be higher or lower than overall.
